# IMP-1 inhibitor – IMP-1 metallo-beta-lactamase inhibitors, primary screen, biochemical, epi-absorbance readout, Pseudomonas aeruginosa enzyme; metallo-beta-lactamase IMP-1 (Pseudomonas aeruginosa); purified IMP-1, nitrocefin hydrolysis, epi-absorbance fluorescence; inhibition, % at 5.6 µM; hit rate 0.45% among 290,000; AID 1556, 2009;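 active = inhibition above the mean plus 3 SD of all compounds in the same screening run, cut at about 4.5% in these data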;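 also: 0% = IMP-1 with DMSO and 100% = DMSO wells lacking enzyme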
#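 Test system: recombinant IMP-1 enzyme, purified / Medium: HEPES buffer pH 7.1 with ZnSO4 and Brij 35 / Doses: single dose, 5.6 µM / Times: 25 °C, 15 min preincubation, 25 min reaction / Detection: Epi-absorbance via hydrolysed-nitrocefin quenching of white-plate fluorescence, 480/530 nm, EDTA stop / Evaluation: percent inhibition from optical density relative to buffer-blank wells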
# PHOSPHO1 block – PubChem AID 1565 | Phosphoethanolamine/phosphocholine phosphatase (Homo sapiens), Q8TCT1 | recombinant PHOSPHO1, absorbance phosphatase assay | inhibition, % at 13.3 µM | hit rate 1.1% among 290,000; in the data active = inhibition above about 60%
# Target sequence (Q8TCT1 whole entry, looked up): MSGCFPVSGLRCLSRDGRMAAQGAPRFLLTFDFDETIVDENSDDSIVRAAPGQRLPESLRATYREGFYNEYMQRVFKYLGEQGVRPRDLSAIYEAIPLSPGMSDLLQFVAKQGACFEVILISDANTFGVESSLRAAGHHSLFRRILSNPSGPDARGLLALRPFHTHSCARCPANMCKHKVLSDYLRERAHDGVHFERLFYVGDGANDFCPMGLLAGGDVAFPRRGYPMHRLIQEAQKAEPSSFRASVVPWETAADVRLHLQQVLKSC
# VIM-2 inhibitor – VIM-2 metallo-beta-lactamase inhibitors, primary screen, biochemical, epi-absorbance readout, Pseudomonas aeruginosa enzyme; purified VIM-2, nitrocefin hydrolysis, epi-absorbance fluorescence; inhibition, % at 5.6 µM; hit rate 0.89% among 290,000; AID 1527, 2009;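 active = inhibition above the mean of all tested compounds plus 3 SD, cutoff set per screening run, cut at about 7.5% in these data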;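 also: red hydrolysis product quenches plate fluorescence so inhibitors raise well fluorescence; 0% = enzyme with DMSO and 100% = DMSO without enzyme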
# IDE act – human IDE activators in live cells, primary screen, fluorescence polarization, HEK cells, FAbeta-B substrate | FAbeta-B cleavage; 0% vehicle, 100% cell-free pure enzyme wells | activation, % at 5.96 µM | hit rate 0.073% among 340,000;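 active = activation above the mean of all tested compounds plus 3 SD, set per screening campaign, cut at about 17% in these data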
# DNA FID counter – compounds displacing fluorescent DNA intercalator, primary screen, artefact control for HCV NS3 helicase inhibitor project, biochemical, FID fluorescence; DNA fluorescent intercalator displacement; inhibition, % at 7.9 µM; hit rate 0.17% among 290,000; in the data active = inhibition above about 37%;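 also: 0% = vehicle and 100% = reference compound; higher means more ethidium bromide displaced from hairpin DNA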
# UBC9 SUMO inh – inhibitors of in vitro SUMOylation cascade, primary screen, biochemical, HTRF, uHTS; HTRF SUMOylation assay, SAE1/SAE2 + UBC9; inhibition, % at 35 µM; hit rate 0.36% among 290,000; AID 2006, 2009; in the data active = inhibition above about 50%, passing the limit was not always enough; also: strong numbers were not always called active
# Target sequence (P63279 whole entry, looked up): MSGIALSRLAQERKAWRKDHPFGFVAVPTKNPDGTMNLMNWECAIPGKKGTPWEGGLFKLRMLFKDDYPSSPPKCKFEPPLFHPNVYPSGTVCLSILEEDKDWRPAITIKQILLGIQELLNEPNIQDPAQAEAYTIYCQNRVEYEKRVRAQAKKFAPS
# HCV NS3 hel inh – inhibitors of HCV NS3 helicase, primary screen, biochemical, Cy5 molecular beacon fluorescence; Hepatitis C virus NS3 helicase; NS3 helicase DNA unwinding; inhibition, % at 10.9 µM; hit rate 0.56% among 290,000; AID 1800, 2009;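 active = inhibition above the mean of all tested compounds plus 3 SD, set per campaign, cut at about 35% in these data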;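 also: 0% = DMSO wells and 100% = thioflavine S control wells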
#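 Measured by: Cy5 fluorescence, 0 and 60 min reads / Assay system: NS3 helicase fragment of HCV / Control set: low DMSO, high thioflavine S at 110 µM / Times: 1 h reaction at 25 °C, ATP-initiated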
# p-CIP stab down – p/CIP-EGFP fusion destabilizers, primary screen, fluorescence, F442A cells. Q05BA5. 16 h. decrease of EGFP signal, % at 10 µM. hit rate 0.01% among 290,000;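 active = EGFP signal decrease of at least 30% at 10 µM or well 3 SD below plate mean, unless failing retest; inactive = the rest, including hits failing retest or dose response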; also: some compounds called inactive have numbers as strong as hits; many of its hits are not listed in these tables
# MEKK3 PB1 HTS – modulators of MEKK3-MEK5 PB1 binding, primary screen, biochemical, wildtype MEKK3, multiplex bead flow cytometry, Alexa488-MEK5. bead-based flow cytometry, Alexa488-MEK5 binding to MEKK3; actives lie on both sides; 0 = blocked by unlabeled MEK5, 100 = vehicle. Mitogen-activated protein kinase kinase kinase 3 (Homo sapiens), Q99759. AID 1529, 2009. binding response (% of control), % at 10 µM. hit rate 1.4% among 290,000;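 active = binding response more than 3 SD above or below the average of its plate-row segment, actives on both sides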;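 also: Alexa488 bead fluorescence after subtracting the streptavidin-only scavenger bead signal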
# Target sequence (Q99759 whole entry, looked up): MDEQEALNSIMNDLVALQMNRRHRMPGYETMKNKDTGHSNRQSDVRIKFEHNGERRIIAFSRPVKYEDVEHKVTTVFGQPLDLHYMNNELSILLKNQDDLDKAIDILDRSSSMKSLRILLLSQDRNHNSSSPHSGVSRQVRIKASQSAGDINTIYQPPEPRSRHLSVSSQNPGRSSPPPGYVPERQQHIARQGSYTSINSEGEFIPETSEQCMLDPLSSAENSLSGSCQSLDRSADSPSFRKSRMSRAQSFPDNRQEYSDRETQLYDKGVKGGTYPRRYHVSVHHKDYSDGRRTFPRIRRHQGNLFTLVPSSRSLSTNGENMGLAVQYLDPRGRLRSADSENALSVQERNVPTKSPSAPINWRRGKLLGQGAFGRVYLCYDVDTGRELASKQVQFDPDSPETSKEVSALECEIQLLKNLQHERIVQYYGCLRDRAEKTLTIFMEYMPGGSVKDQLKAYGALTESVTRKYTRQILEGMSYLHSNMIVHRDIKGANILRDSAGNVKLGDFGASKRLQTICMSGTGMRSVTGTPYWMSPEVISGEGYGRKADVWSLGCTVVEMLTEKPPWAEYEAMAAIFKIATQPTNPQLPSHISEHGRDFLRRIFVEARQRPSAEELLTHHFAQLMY
# An asterisk follows results filed as active; · = not tested or not shown. Only part of the results is shown; the hit share may differ from the screen's.
SMILES,IMP-1 inhibitor,PHOSPHO1 block,VIM-2 inhibitor,IDE act,DNA FID counter,UBC9 SUMO inh,HCV NS3 hel inh,p-CIP stab down,MEKK3 PB1 HTS
C[N+](C)(CCOc1ccccc1)Cc1ccccc1 (tested in a mixture with another compound),1.6,-9,5.1,-3,-5,24,11,-6,99
O=C(Cn1c(=O)n(Cc2ccco2)c(=O)c2ccccc21)Nc1cccc(Cl)c1,-3.0,-18,-1.2,1,-2,3,1,-2,111
COC(=O)C1=C(C)NC(C)=C(C(=O)OCC2CCCO2)C1c1cccc(Br)c1 (stereo not given),-5.1,23,-1.9,6,-42,-18,-19,-3,101
O=C(NN1C(=O)c2ccccc2NC1c1ccco1)c1ccccc1 (stereo not given),-2.4,4,-2.7,-2,-3,-2,10,4,102
COc1cc(/C=N/N=C2\CC3CCC2(C)C3(C)C)ccc1O (stereo not given),-3.4,-6,-2.6,8,-1,12,-8,-20,·
COc1ccc(CCN(C)C(=O)c2ccc(S(=O)(=O)Nc3ccccc3F)cc2)cc1OC,-2.0,30,-1.4,1,-34,3,-1,4,97
CCOc1ccc(N2CC(C(=O)NCCC3=CCCCC3)CC2=O)cc1 (stereo not given),0.3,23,-0.8,-1,-19,19,-7,-14,102
CCc1ccc(/C=C2/SC(=S)N(CCC(=O)Nc3cccnc3)C2=O)cc1,-0.5,·,0.2,0,-4,18,5,-2,100
CCN(CC)c1ccc(NC(=O)C2CCC(CNc3c(N4CCCC4)c(=O)c3=O)CC2)c(C)c1 (stereo not given),-2.8,18,-2.3,5,-10,-5,0,13,90
C=CCNC(=O)c1onc(CSc2ccc(F)cc2)c1C(=O)NCCOC,-1.9,8,-0.9,-2,-17,22,4,-12,97
CN(C)S(=O)(=O)c1ccc(C(=O)OCC(=O)NCc2ccccc2)cc1,-2.4,8,-0.5,1,-7,-8,-6,4,103
COc1ccc(OCC(=O)NNC(=O)c2cccnc2)cc1,0.5,36,-0.5,6,1,22,9,-7,101
CCOC(=O)[C@@H]1[C@H]2COc3cc(OC)ccc3[C@@H]2N2C(=O)N(c3ccc(F)cc3)C(=O)[C@]12C,-3.0,-2,-1.3,1,-37,-5,-13,-5,100
Cc1ccc(CNC(=O)CN(C)S(=O)(=O)c2ccc3c(c2)n(C)c(=O)c(=O)n3C)cc1,0.8,12,0.3,6,-15,14,3,2,99
CCCCN(C(C)=O)c1c(N)n(CCC)c(=O)n(CC(=O)Nc2cc(Cl)cc(Cl)c2)c1=O,-2.0,-13,-1.6,1,-12,6,-7,3,108
NS(=O)(=O)c1ccc(CCNC(=O)c2ccc(=O)[nH]c2)cc1,-2.2,-6,-3.4,3,5,9,-2,-10,99
Cc1cc2ccccc2n1CCNC(=O)COc1ccc2ccccc2c1,-1.4,-2,5.3,5,-39,-32,28,-16,103
CCOc1ccc(NC(=S)N(CCc2c(C)[nH]c3ccccc23)Cc2cccnc2)cc1,-3.8,-21,-1.6,4,-16,-25,-19,-10,114
COc1ccc(OC)c(CNc2ccc([N+](=O)[O-])cc2C)c1,-3.9,-4,-2.9,6,-5,-30,0,14,122
Cc1onc(-c2ccccc2Cl)c1C(=O)N1CCN(C)CC1,-2.3,23,-1.5,0,1,4,-3,-18,105
Cc1cc(=O)n(C)c2ccc(S(=O)(=O)N3CCOCC3)cc12,-0.5,·,-1.0,2,-4,5,4,10,103
CCOc1ccc(NC(=O)Nc2ccc(Br)cn2)cc1,-1.1,23,-0.5,-1,-3,5,-2,4,104
CC(C)c1ccc(NC2CCCN(C(=O)CCN3Cc4ccccc4C3=O)C2)cc1 (stereo not given),-0.8,53,-0.1,9,-34,·,-8,-2,97
Cc1ccc(Nc2c(-c3ccccc3O)nc3ncccn23)cc1,-4.0,16,-4.1,7,-6,17,0,-13,130*
COc1ccc(/C=N/N2C(=N)SCC2=O)cc1,-1.0,24,-2.5,2,-12,24,-9,1,100
Cn1ccnc1C(=O)c1cc(SCC(=O)NCc2ccccc2)nc2ccccc12,-1.5,6,-0.7,-1,-31,21,-14,-7,101
O=C(CN(CC1CCCO1)C(=O)CCC(=O)Nc1nccs1)NCc1ccc2c(c1)OCO2 (stereo not given),-3.6,-7,-0.8,8,-17,8,2,0,97
CCC(C)N1C(=O)CN(C2CCCCCC2)C(=O)C1c1ccccc1F (stereo not given),-2.5,24,-5.1,-3,-20,15,-1,-3,101
Cc1nnc(SCC(=O)NC2CCCCC2)[nH]c1=O,-3.6,40,-1.8,6,-5,2,-5,-2,100
Cc1ccc(OCC(=O)N2CCN(C(=O)c3ccc([N+](=O)[O-])cc3)CC2)cc1,-4.0,-8,-2.3,1,-10,-1,9,-1,101
O=C(COc1ccc(Br)cc1CNC1CCCCC1)NCCc1ccccc1,-1.5,43,-1.8,5,22,-5,-34,-9,105
CN1Cc2sc(N)c(C#N)c2CC1(C)C,-3.2,25,-1.6,-4,4,8,1,-20,88
Cc1ccc(C(=O)C2=C(O)C(=O)N(Cc3cccnc3)C2c2cccc([N+](=O)[O-])c2)o1 (stereo not given),-1.6,8,-2.0,1,-45,17,2,7,99
CCCCNC(=O)CS(=O)Cc1nc(-c2cccs2)oc1C (stereo not given),6.1*,17,-1.1,-2,-2,16,7,-4,105
Cn1c(SCc2nc3ccccc3[nH]2)nnc1-c1ccccn1,-2.4,-2,-0.2,6,-5,2,-2,-11,99
CC(O)CSc1nc2c(c(=O)[nH]c(=O)n2C)n1Cc1ccccc1 (stereo not given),-3.9,49,-2.5,12,-13,17,5,-4,105
COC(=O)c1cccc(C23CC4(C2)[C@H](CN(Cc2ccc(C(F)(F)F)cc2)[C@@H]4c2ccccc2)C3c2ccccc2)c1 (stereo not given in full),·,26,·,-1,·,-1,·,3,96
COc1ccc2cc(C(=O)N3CCN(c4cccc(C)c4C)CC3)[nH]c2c1,-4.8,1,-3.1,-1,-13,-10,29,9,101
COc1ccnc(Oc2ccccc2)c1C(=O)N/C=N/OCc1ccccc1F,0.6,24,0.2,-1,-22,14,-9,14,66
CCNC(=O)OCCC12CC3CC(CC(C3)C1)C2,0.2,4,-1.1,2,-19,11,15,0,101
CN(Cc1ccccc1)Cc1nc2c(c(=O)n(C)c(=O)n2C)n1CCCc1ccccc1,-4.7,10,-4.7,3,-1,-11,-10,-1,101
O=C(NCCc1nnc2ccc(NCc3ccccc3Cl)nn12)c1ccccc1,1.6,42,-0.9,3,-8,16,7,4,82
Cc1ccnc(SCC(=O)c2cccc([N+](=O)[O-])c2)n1,-3.1,-12,-1.6,-6,3,14,2,5,99
O=C(O)CSCC(=O)NCc1ccc(Cl)cc1Cl,-3.2,25,-3.9,-3,0,8,12,-5,96
C=CCN1C(=O)C(Cc2ccc(F)cc2)S/C1=N/N=C/c1cccs1 (stereo not given),-2.3,-9,-3.1,5,-1,-8,-4,0,117
COC(=O)c1cn(NC(=O)Cn2nc([N+](=O)[O-])c(Cl)c2C)c(=O)c2ccccc12,-2.9,23,-0.7,8,2,10,2,15,101
Cc1ccccc1OCCn1c(=O)oc2ccccc21,-1.8,-14,-3.1,4,-14,2,-1,5,106
CCc1ccc(-n2nc3cc(C)c(N)cc3n2)cc1,-1.1,24,4.4,0,-5,19,22,-5,106
O=c1nc2c(-c3cccc(Br)c3)n[nH]n2c2ccccc12,-4.0,42,-3.0,-1,-1,2,4,1,103
CCC(=O)Nc1ccc(S(=O)(=O)Nc2c(C)nc3nc[nH]n3c2=O)cc1,-2.7,22,-1.4,5,2,-15,-6,7,97
O=C1N=c2ccccc2=C1c1sc(Nc2cccc(O)c2)nc1O,-5.7,25,-3.0,0,39*,-7,-11,-6,102
CCOC(=O)CSc1cc(CS(=O)c2ccc(Cl)cc2)nc(-c2ccccc2)n1 (stereo not given),-1.4,1,-2.8,3,-17,-17,-5,7,110
Cc1ccc(/C=N/Nc2ccc(C(=O)O)cc2)s1,-2.0,-70,-1.6,2,-27,-4,33,6,99
CCN(CC)CCNC(=O)c1ccc(NC(=O)c2ccc(F)cc2)cc1,-2.3,53,-1.3,4,14,10,9,-7,100
Cn1c(SCC(=O)O)nc2sc3c(c2c1=O)CCC3,-2.1,15,14*,2,-2,-8,1,10,100
CCn1c(SCc2c(F)cccc2Cl)nnc1-c1ccco1,-3.9,-5,1.9,3,-19,8,-4,-11,·
Cc1cccc(OCC(=O)Nc2ccc(S(=O)(=O)Nc3ccccn3)cc2)c1,-6.1,32,-1.2,0,-17,11,-4,-4,103
CC(C)(C)c1ccc(OC(=O)c2ccc3nsnc3c2)cc1,-0.4,4,-3.0,0,2,10,5,-8,99
COc1ccc(-c2c(S(=O)(=O)c3ccccc3)cnn2-c2ccccc2)cc1,-2.6,28,-2.0,1,-18,4,-10,-9,103
CCN(CCn1cccn1)C(=O)c1cc(COc2ccc(F)c(F)c2)on1,-2.8,34,-2.3,1,-32,6,-4,0,105

# Other compounds follow:
SMILES,IMP-1 inhibitor,PHOSPHO1 block,VIM-2 inhibitor,IDE act,DNA FID counter,UBC9 SUMO inh,HCV NS3 hel inh,p-CIP stab down,MEKK3 PB1 HTS
Cc1ccc(SCC2CNc3nc4ccccc4c(=O)n32)c(C)c1 (stereo not given),-2.2,7,-2.4,-31,-14,-13,1,-11,97
CCN(CC(=O)NCc1cccs1)S(=O)(=O)c1cccc(C(C)=O)c1,0.6,-7,0.6,0,-7,13,6,-15,100
Cc1ccccc1C(=O)Nc1ccnn1C1CCN(C(=O)C2CCOC2)CC1 (stereo not given),-0.8,29,-2.1,2,-2,14,-1,-4,105
COc1cc(C2C(C(C)=O)=C(O)C(=O)N2CCN(C)C)ccc1O (stereo not given),-3.5,18,-2.0,2,-5,21,-2,-5,101
O=C1C2(c3ccccc3)CN(CCCO)CC1(c1ccccc1)CN(CCCO)C2,-1.5,-8,-4.8,4,0,8,-7,4,98

# 4 compounds already listed, ordered by the number in MEKK3 PB1 HTS, low to high.
Molecule | MEKK3 PB1 HTS
Cn1ccnc1C(=O)c1cc(SCC(=O)NCc2ccccc2)nc2ccccc12 | 101
O=C1N=c2ccccc2=C1c1sc(Nc2cccc(O)c2)nc1O | 102
Cc1cccc(OCC(=O)Nc2ccc(S(=O)(=O)Nc3ccccn3)cc2)c1 | 103
CCc1ccc(-n2nc3cc(C)c(N)cc3n2)cc1 | 106

# Screening results as filed in PubChem BioAssay.
